# From PubChem
# MT1-MMP act inh – MT1-MMP (human) activation inhibition | P50281 | HT1080 RFP-PRO-GFP cells, GFP/RFP ratio fluorescence, overnight; percent of plate control window, DMSO zero | 360,000 compounds, 0.061% hits | GFP/RFP ratio change, % at 20 µM;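 active = GFP/RFP ratio change of at least 30% with cell ATP level not reduced by more than half and red fluorescence within 50% of control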; also: strong numbers were not always called active
#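 Material – HT1080 RFP-PRO-GFP cells · Control set – DMSO wells and RFP-L50D-GFP cells · Incubation – overnight cell settling, then overnight compound exposure, 37 °C, 5% CO2 · Compound dosing – single-point 20 µM compound, 1% DMSO · Read-out – GFP/RFP fluorescence ratio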
# CSN deneddyl inh – blocks human CSN-mediated cullin deneddylation | Purified CSN, SCF-Nedd8-OG deneddylation, fluorescence polarization | Q92905 | inhibition, % at 12.5 µM | 360,000 compounds, 0.38% hits;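 active = pattern-corrected inhibition above about 35%, with an unprinted fluorescence ratio check between 0.5 and 1.5, limit read from the data, passing the limit was not always enough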;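 also: 0% = enzyme with substrate and 100% = substrate without enzyme; some results filed as inactive read as strong as hits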
#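 test system = HEK293T-derived human Csn5 enzyme | amount = 0.24 nM Csn5 enzyme, final concentration | medium = Tris/NaCl/DTT buffer, pH 7.5 | schedule = 90 min reaction at room temperature | signal = FP | evaluation = inhibition of Csn5 cleavage, % | compound dosing = single dose of 12.5 µM compound with 0.25% DMSO | probe or stimulus = 10 nM SCFSkp2-Nedd8OG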
# Rin1-Abl PPI inh – inhibitors of human Rin1-Abl protein interaction | inhibition, % at 7.35 µM | 360,000 compounds, 0.4% hits | TR-FRET Rin1/Abl binding, biochemical; in the data active = inhibition above about 5%, passing the limit was not always enough
# E coli Lon inh – inhibits E. coli Lon protease; P0A9M0; purified E. coli Lon protease, fluorescence polarization; inhibition, % at 7.94 µM; 360,000 compounds, 0.42% hits; in the data active = inhibition above about 13%, passing the limit was not always enough;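 also: 0% = enzyme with probe and DMSO and 100% = no enzyme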
# Target sequence (P0A9M0 whole entry, looked up): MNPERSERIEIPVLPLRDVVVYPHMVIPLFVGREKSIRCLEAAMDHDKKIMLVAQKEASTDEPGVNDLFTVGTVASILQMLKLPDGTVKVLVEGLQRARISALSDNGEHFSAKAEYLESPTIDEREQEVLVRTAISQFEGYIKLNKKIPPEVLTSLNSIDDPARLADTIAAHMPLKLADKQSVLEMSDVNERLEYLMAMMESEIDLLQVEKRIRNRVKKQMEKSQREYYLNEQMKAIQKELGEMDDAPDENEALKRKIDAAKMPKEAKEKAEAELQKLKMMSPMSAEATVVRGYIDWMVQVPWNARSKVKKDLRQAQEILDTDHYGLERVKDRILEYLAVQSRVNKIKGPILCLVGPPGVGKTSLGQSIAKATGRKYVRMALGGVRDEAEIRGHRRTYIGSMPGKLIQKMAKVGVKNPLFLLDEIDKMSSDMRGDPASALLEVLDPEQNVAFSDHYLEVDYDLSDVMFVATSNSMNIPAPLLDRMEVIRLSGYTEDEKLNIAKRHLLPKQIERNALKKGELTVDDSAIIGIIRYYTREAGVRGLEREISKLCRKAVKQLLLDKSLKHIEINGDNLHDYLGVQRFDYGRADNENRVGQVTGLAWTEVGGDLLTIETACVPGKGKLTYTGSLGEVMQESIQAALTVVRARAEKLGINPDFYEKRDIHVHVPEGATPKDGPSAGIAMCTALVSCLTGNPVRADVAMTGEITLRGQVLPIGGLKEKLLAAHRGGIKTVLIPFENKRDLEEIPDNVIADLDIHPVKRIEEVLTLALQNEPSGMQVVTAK
# MsrA inhibitor – bovine MsrA inhibition; inhibition, % at 15.5 µM; purified bovine MsrA, absorbance read-out; 360,000 compounds, 0.75% hits; AID 651718; in the data active = inhibition above about 4.5%;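 also: 0% = vehicle wells with enzyme and 100% = reference inhibitor wells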
# Rpn11 inh – blocks the human proteasome subunit Rpn11; O00487; human 26S proteasome, Ub4-pepOG fluorescence polarization; 20S core pre-blocked with epoxomicin; calls only at 20 µM; 360,000 compounds, 0.59% hits; AID 588493;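 active = inhibition at 20 µM, scaled to each plate's controls, above about 33%, limit read from the data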
# Target sequence (O00487 whole entry, looked up): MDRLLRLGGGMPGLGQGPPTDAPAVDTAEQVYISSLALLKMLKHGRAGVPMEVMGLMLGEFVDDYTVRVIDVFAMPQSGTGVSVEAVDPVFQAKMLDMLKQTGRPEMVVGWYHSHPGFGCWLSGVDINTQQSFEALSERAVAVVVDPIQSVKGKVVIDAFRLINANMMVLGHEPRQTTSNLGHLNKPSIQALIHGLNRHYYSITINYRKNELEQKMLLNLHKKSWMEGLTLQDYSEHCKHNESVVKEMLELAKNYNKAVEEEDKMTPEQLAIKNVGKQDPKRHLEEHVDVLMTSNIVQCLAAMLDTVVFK
# PABP1 MLLE inh – blocks PAM2 peptide binding to the PABP1 MLLE domain; P11940; GST-MLLE / FITC-PAM2 fluorescence polarization; inhibition, % at 20 µM; 360,000 compounds, 0.36% hits; in the data active = inhibition above about 35%, passing the limit was not always enough;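 also: plate controls were DMSO wells with GST-MLLE for no effect and wells lacking GST-MLLE protein for full effect; some results filed as inactive read as strong as hits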
# FAS-TE inh – blocks the thioesterase domain of human fatty acid synthase | P49327 | recombinant FAS-TE, OMFH fluorogenic substrate, fluorescence endpoint | inhibition, % at 15 µM | 360,000 compounds, 0.67% hits | AID 602261;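 active = compounds whose normalised, plate-corrected inhibition of enzyme fluorescence in the single-dose primary screen is 50% or more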;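 also: 0% = DMSO with enzyme and 100% = substrate without enzyme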
# bovine MsrA act – activates bovine MsrA enzyme. purified bovine MsrA, absorbance read-out. activation, % at 10.6 µM. 360,000 compounds, 0.3% hits. AID 602163; in the data active = activation above about 7.5%;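 also: 0% = vehicle and 100% = reference activator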
# An asterisk follows results filed as active; i = inactive; · = not tested or not shown.
SMILES,MT1-MMP act inh,CSN deneddyl inh,Rin1-Abl PPI inh,E coli Lon inh,MsrA inhibitor,Rpn11 inh,PABP1 MLLE inh,FAS-TE inh,bovine MsrA act
CN(c1ccccc1)c1nc(-n2ccnc2)nc(-n2ccnc2)n1,3,1,2,-8,-1.0,i,-2,-2,-4
CCOC(=O)N1CCN(S(=O)(=O)c2ccc(C(=O)N(CCCN(C)C)c3nc4cc(OC)ccc4s3)cc2)CC1,-2,-5,4,0,1.7,i,6,3,-2
CC(SC1=NCCS1)C(=O)Nc1nnc(-c2ccc(Br)cc2)s1 (stereo not given),-4,1,2,5,-1.1,i,-8,11,-1
Cn1c(C(=O)N2CCN(C(=O)c3ccco3)CC2)cc2c(=O)n(C)c3ccccc3c21,3,1,1,-3,0.3,i,9,-8,-2
CC(=O)Nc1ccc(S(=O)(=O)N2CCC(NC(=O)c3ccccc3)CC2)cc1,-2,5,2,-12,1.1,i,-7,0,-5
CN(C)c1nc(Cl)nc(N(C#N)CCOc2ccccc2)n1,-3,5,2,2,-0.6,i,-13,10,-3
O=C(C1CCCC1)N1CCCC(Nc2ccccc2)C1 (stereo not given),1,1,6,-13,-0.6,i,-14,-2,-4
CCCCC1=CC2=C(c3ccco3)C(=O)C(C)(OC(=O)c3ccc(OC)cc3)C(=O)C2=CN1CC1CC1 (stereo not given),-24,-3,-11,39*,1.0,i,19,14,-9
CCCCN(C(=O)c1cccc(C)c1)c1c(N)n(CCC)c(=O)[nH]c1=O,3,4,4,-7,0.8,i,2,-3,-1
Cc1ccc(CSc2nnc(C)c(=O)[nH]2)cc1,1,2,5,4,-1.0,i,-25,-9,-8
COc1ccc(CCNC(=O)COC(=O)c2ccc([N+](=O)[O-])o2)cc1,-2,2,4,-4,1.3,i,2,-1,2
CCN(CCCn1c(SCC#N)nc2ccccc2c1=O)c1ccccc1,-7,3,0,-8,0.8,i,12,30,-1
COC(=O)c1ccc(Nc2nc(C)nc3c2nnn3Cc2ccccc2)cc1,-7,6,-1,-8,1.8,i,-8,1,-2
Nc1ncnc2nc(SCCN3CCCCC3)[nH]c12,-5,-2,-5,-3,-0.5,i,-3,-8,-8
CCOc1ccc(NC(=O)Nc2cc(-c3ccccc3)sc2C(=O)OC)cc1,-2,0,-1,-12,-0.1,i,13,34,-7
CCOc1ccc(Br)cc1CNCc1cccnc1,-5,-3,2,1,0.3,i,5,-3,-8
Cc1ccc2c(c1C)NC(C(=O)O)C1CC=CC21 (stereo not given),-2,28,7,-6,·,i,-1,4,-12
COc1ccc(C(C)=O)cc1CSc1nc2nc(C)cc(C)n2n1,-3,1,1,-12,-1.2,i,-4,-5,0
CCc1cc(C(=O)OCC(=O)NCCc2ccccc2)sc1C,-6,1,-2,-8,0.0,i,-18,4,-6
CCOC(=O)C1CCCN(C(=O)CC(c2ccccc2)c2ccccc2)C1 (stereo not given),1,4,-3,-7,-0.1,i,-3,-6,-7
CC(C)C(=O)N[C@@H]1c2ccccc2CC[C@@H]1O,2,-4,-2,-7,0.8,i,2,-8,-4
COc1ccc(-c2nc(C#N)c(NCCCN3CCOCC3)o2)cc1,2,2,-2,-22,1.5,i,-5,-11,-9
O=C(NCc1ccco1)c1ccc(Cl)c(S(=O)(=O)N2CCCC2)c1,1,8,1,6,0.4,i,-10,-4,-4
CCOc1ccc(C(=O)Nc2cc(S(=O)(=O)Nc3ccccc3Cl)ccc2N2CCOCC2)cc1,3,-6,2,-12,1.4,i,-2,27,-4
Cc1ccc(NC(=O)C2CCCN(S(=O)(=O)c3cccnc3)C2)c(C)c1 (stereo not given),-1,-2,1,-11,0.0,i,5,-4,-2
CCOc1cc(C(=S)N2CCCCC2)ccc1OCC(=O)NCc1ccccc1,3,-1,5,0,-0.4,i,23,5,-6
Cc1cc(/C=N/NC(=O)c2ccncc2)c(C)n1-c1ccccc1,5,-4,-3,-2,1.4,i,-16,-8,-11
COc1ccccc1CNCC(=O)N1CC(=O)Nc2ccccc21,-1,-4,-2,-2,2.6,i,4,-5,-3
CCN(C(=O)CSc1nnc(C)c(=O)[nH]1)c1cccc2ccccc12,26,-3,-1,-2,-1.1,i,2,-3,-1
C/C(=N/NC(=O)Cc1cccn1C)c1ccccc1,-2,1,1,-7,2.0,i,-2,-9,-5
COc1ccc(S(=O)(=O)NCC(=O)NCCc2ccc(OC)c(OC)c2)cc1,4,-1,6,12,-1.0,i,3,-7,-1
COc1ccc(N(CC(=O)N2CCCC2)S(=O)(=O)c2ccc(NC(C)=O)cc2)cc1,5,3,-2,-2,0.6,i,4,-6,-10
CCC(Oc1ccccc1F)C(=O)NCCCn1ccnc1 (stereo not given),-5,0,1,4,0.6,i,1,-4,-1
CCS(=O)(=O)N1CCC(C(=O)Oc2ccc(C(=O)OC)cc2)CC1,-2,-1,1,-2,0.1,i,-2,0,0
Cc1c2ccccc2nc2ccccc12,0,4,-4,-9,-1.8,i,5,2,-4
CC(=O)N1C(=O)N(C(C)=O)C2C1N(C(C)=O)C(=O)N2C(C)=O (stereo not given),-3,-5,-3,-3,0.4,i,-13,-10,1
CCOC(=O)c1ccc(NC(=S)N(CCCN2CCN(CC)CC2)Cc2ccco2)cc1,0,-1,4,0,0.0,i,-28,-1,-2
CCOc1ccccc1CN1CCNC(=O)C1CC(=O)NCCC1=CCCCC1 (stereo not given),1,2,-1,-9,-0.2,i,-2,6,-3
Cc1ccc(OCCCCN2CCCC(C)C2)c([N+](=O)[O-])c1 (stereo not given),5,-2,-3,10,0.4,i,9,-4,-3
CCC1(C)SC(NC(C)=O)=NN1C(C)=O (stereo not given),2,-7,5,-4,-0.1,i,18,-8,-7
CC(C)COc1ccc(C(=O)N/C(=C\c2cccc([N+](=O)[O-])c2)C(=O)OC(C)C)cc1,-6,3,-1,9,0.7,i,11,48,-1
Fc1ccccc1CCNc1nnnn1-c1ccccc1,8,2,-1,-8,1.6,i,7,-6,-3
CC(=O)C1C(c2ccccc2)c2c(n[nH]c2C)CC1(C)O (stereo not given),6,4,-3,1,1.9,i,4,-3,-3
CC(=O)Nc1ccc(SCC(=O)N(C)C2CCS(=O)(=O)C2)cc1 (stereo not given),3,-1,2,9,1.3,i,30,-5,-15
O=C(CSc1cccc2cccnc12)Nc1ccc(S(=O)(=O)N2CCOCC2)cc1,6,2,-6,-4,-0.3,i,19,1,-1
CC1CCN(C(=O)CCNS(=O)(=O)c2ccc3c(c2)c(=O)n(C)c(=O)n3C)CC1,3,-2,2,-3,-0.1,i,5,2,-3
C=C(C)CNC(=S)NNC(=O)c1cc(C)oc1C,0,0,-1,1,0.1,i,-16,-8,-1
Cc1ccc(NC(=O)CN2CCc3ccccc3C2)cc1C,-2,-1,-1,-1,1.2,i,-1,7,-1
CCC(Cc1ccccc1)NS(=O)(=O)c1ccc2c(c1)NC(=O)CO2 (stereo not given),1,11,3,-2,0.0,i,11,0,-2
COc1ccc(OCC(=O)Nc2ccccc2C(=O)N2CCOCC2)cc1,-1,-11,0,-1,-0.6,i,-11,-1,-2
Cc1ccc(-c2nnn(CC(=O)N3c4ccccc4CCc4ccccc43)n2)cc1,-6,-3,0,4,0.7,i,3,41,-2
Cc1noc(C(=O)Nc2ccccc2C(F)(F)F)c1Cl,-1,3,-1,7,-0.1,i,7,-2,-4
COCCCC1CCN(C(=O)C2CCC(=O)N(C3CCCCCC3)C2)CC1 (stereo not given),2,1,1,-19,0.3,i,-3,-7,-2
CC(C)(Oc1ccc(Cl)cc1)C(=O)NCC(c1cccs1)N1CCOCC1 (stereo not given),-2,-2,3,2,-1.2,i,7,5,-3
COC(=O)CNC(=O)Cc1c(C)n(C(=O)c2ccc(Cl)cc2)c2ccc(OC)cc12,-1,3,1,1,2.5,i,-9,4,-7
Clc1cccc(Cl)c1Cn1ccc(C2CC2)n1,0,-6,-1,-3,-0.1,i,11,8,0
CC(=O)Nc1ccc(NC(=O)COc2ccc(S(=O)(=O)NC(C)c3ccccc3)cc2)cc1 (stereo not given),2,-4,2,-3,-1.5,i,-5,-6,-3
CN1C(=O)c2ccccc2Sc2ccc(NC(=O)N3CCOCC3)cc21,5,7,0,-10,-0.7,i,-1,-1,-2
COc1ccc(NC(=O)COC(=O)c2ccc(OC)c(S(=O)(=O)N3CCCC3)c2)cc1OC,-1,3,2,-5,1.3,i,-8,13,3
Cc1cc(=O)oc2c1c(C)nn2-c1ccc(Cl)cc1,-5,-5,3,-6,-1.2,i,12,14,-4

# Quoted at random: 5 compounds from above, in no set order.
SMILES,MT1-MMP act inh,CSN deneddyl inh,Rin1-Abl PPI inh,E coli Lon inh,MsrA inhibitor,Rpn11 inh,PABP1 MLLE inh,FAS-TE inh,bovine MsrA act
COC(=O)c1ccc(Nc2nc(C)nc3c2nnn3Cc2ccccc2)cc1,-7,6,-1,-8,1.8,i,-8,1,-2
CCc1cc(C(=O)OCC(=O)NCCc2ccccc2)sc1C,-6,1,-2,-8,0.0,i,-18,4,-6
CCCCN(C(=O)c1cccc(C)c1)c1c(N)n(CCC)c(=O)[nH]c1=O,3,4,4,-7,0.8,i,2,-3,-1
CCC1(C)SC(NC(C)=O)=NN1C(C)=O (stereo not given),2,-7,5,-4,-0.1,i,18,-8,-7
O=C(C1CCCC1)N1CCCC(Nc2ccccc2)C1 (stereo not given),1,1,6,-13,-0.6,i,-14,-2,-4

# Further compounds
SMILES,MT1-MMP act inh,CSN deneddyl inh,Rin1-Abl PPI inh,E coli Lon inh,MsrA inhibitor,Rpn11 inh,PABP1 MLLE inh,FAS-TE inh,bovine MsrA act
CCOC(=O)CSc1nc(-c2cccs2)nc2c1c(=O)n(C)c(=O)n2C,5,-4,-1,0,0.4,i,-7,-2,1
Cn1c(COc2ccccc2)nnc1SCC(=O)NNC(=O)C1CCCCC1,0,-4,2,10,0.3,i,4,-1,-1
CC(=O)NCCn1c(SCC(=O)OCc2ccccc2)nc2ccccc2c1=O,0,-2,-1,-3,-0.1,i,3,-4,-6
CC(C)C(=O)N(Cc1cc2ccccc2[nH]c1=O)C(C)C,-3,3,1,-6,-0.3,i,-7,-3,0
CN1C(=O)N(CC(=O)Nc2nccs2)C(=O)C12CCCCC2,1,3,1,0,-0.4,i,6,-6,-2
O=C(NCc1ccc(F)cc1)c1ccc(CS(=O)(=O)Cc2ccc(F)cc2)o1,3,-1,1,1,-0.9,i,10,-6,1
CCCNC(=O)CCc1nnc2ccc(N3CCC(C)CC3)nn12,-5,0,2,1,0.7,i,-15,-1,-2
CC1CCCC(C)N1CCCNC(=O)c1ccc2c(c1)NC(=O)c1ccccc1S2 (stereo not given),-3,0,2,4,1.5,i,-14,-6,-1
O=C(NCCc1ccc(Cl)cc1)c1ccc(S(=O)(=O)N2CCCC2)cc1,4,-9,0,-2,0.1,i,-38,10,-2
Cc1ccc(S(=O)(=O)/N=C(/NC(=S)Nc2c(C)n(C)n(-c3ccccc3)c2=O)c2ccccc2)cc1,2,4,-4,11,0.3,i,37,-4,-6
Fc1cc(Cl)ccc1NC(=S)NCCN1CCOCC1,3,-4,2,-5,-0.8,i,20,-3,-15
O=C(Nc1cc(C(=O)N2CCN(c3ccccc3)CC2)ccc1Cl)c1cccs1,3,6,6,-10,-1.4,i,-6,12,-6
Cc1csc(NC(=O)CSc2ccc3nnc(CCNS(=O)(=O)c4ccccc4)n3n2)n1,2,-5,-2,5,0.5,i,9,-7,-5
CC(C)Nc1nc(Cl)nc(NC2CCCCC2)n1,0,-2,-2,-3,-0.8,i,9,3,-2
